From PubChem
LRH-1 inv ag = NR5A2 inverse agonism in reporter assay; AID 602396; O00482; actives 0.13% (n = 360,000); HEK293T StAR-luciferase reporter, LRH-1 transfected, 24 h; inhibition, % at 3.6 µM;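 active = inhibition above the mean inhibition of all tested compounds plus 3 SD, cut at about 73% in these data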;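 note: 0% = DMSO wells and 100% = reporter-only cells lacking LRH-1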
TLR9-MyD88 block = inhibitors of human TLR9-MyD88 binding | CHO BLA complementation TLR9-MyD88, CCF4 FRET ratio | AID 504734 | actives 0.21% (n = 340,000) | inhibition, % at 4.98 µM;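 active = inhibition above the mean over all tested compounds plus 3 SD, cut at about 21% in these data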;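 note: 0% = DMSO only wells and 100% = clavulanate BLA inhibitor control wells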
NR2F2 inh = NR2F2 (human) inhibition, primary screen; inhibition, % at 8.6 µM; HEK293T NGFI-A luciferase reporter, luminescence; actives 0.7% (n = 370,000);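 active = inhibition above a per-plate cutoff, mean inhibition of test wells between control levels plus 3 SD, cut at about 38% in these data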;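 note: cells cotransfected with COUP-TFII expression vector driving the NGFI-A reporter; 0% = median of COUP-TF2 test wells and 100% = reporter-only cells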
TWEAK Fn14 block = TWEAK-Fn14 signaling inhibition; TWEAK-stimulated Fn14 reporter cells, luciferase luminescence, 8 h; inhibition, % at 10 µM; actives 2% (n = 360,000); AID 1159606; in the data active = inhibition above about 50%
TROY NFkB inh = TROY signaling inhibition; Q293 LMP1-TROYcd NF-kB luciferase reporter, 4 h; inhibition, % at 10 µM; actives 0.98% (n = 360,000); AID 1347056;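 active = compounds whose plate-normalised and pattern-corrected inhibition of the luciferase reporter signal at the single screening dose is 50% or more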
NCOA2 inhibitor = human SRC2 (NCOA2) inhibition; Q15596; HEK293 GAL4-SRC2 luciferase reporter, luminescence; inhibition, % at 9 µM; actives 0.17% (n = 370,000); AID 651957;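 active = inhibition above the mean inhibition of all tested compounds plus 3 SD, set per campaign, cut at about 52% in these data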;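 note: 0% = DMSO treated cells and 100% = cells given Gossypol at 36 µM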
NOD2-RIPK2 inh = inhibitors of human NOD2-RIPK2 interaction; CHO BLA complementation NOD2-RIPK2, CCF4 ratio; inhibition, % at 4.98 µM; actives 0.38% (n = 360,000); in the data active = inhibition above about 21%;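 note: 0% = vehicle only and 100% = reference blocker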
NCOA1 inh = inhibitors of human steroid receptor coactivator 1 (SRC1). HEK293 GAL4-SRC1 luciferase reporter, luminescence. inhibition, % at 3.6 µM. actives 0.12% (n = 360,000). AID 588354;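 active = inhibition above the campaign mean plus 3 SD, with each screening campaign given its own cutoff, cut at about 60% in these data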;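 note: 0% = DMSO treated cells and 100% = gossypol at 36 µM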
ABHD5 PLIN5 PPI = inhibitors of human ABHD5-perilipin-5 interaction; actives 0.78% (n = 360,000); Split G. princeps luciferase complementation, luminescence, 4 h; Q00G26+Q8WTS1; inhibition, % at 4 µM;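 active = inhibition above the mean inhibition across every tested compound plus 3 SD, cut at about 22% in these data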;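 note: 0% = DMSO only wells and the 100% control is not disclosed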
Target sequence (Q00G26 whole entry, looked up): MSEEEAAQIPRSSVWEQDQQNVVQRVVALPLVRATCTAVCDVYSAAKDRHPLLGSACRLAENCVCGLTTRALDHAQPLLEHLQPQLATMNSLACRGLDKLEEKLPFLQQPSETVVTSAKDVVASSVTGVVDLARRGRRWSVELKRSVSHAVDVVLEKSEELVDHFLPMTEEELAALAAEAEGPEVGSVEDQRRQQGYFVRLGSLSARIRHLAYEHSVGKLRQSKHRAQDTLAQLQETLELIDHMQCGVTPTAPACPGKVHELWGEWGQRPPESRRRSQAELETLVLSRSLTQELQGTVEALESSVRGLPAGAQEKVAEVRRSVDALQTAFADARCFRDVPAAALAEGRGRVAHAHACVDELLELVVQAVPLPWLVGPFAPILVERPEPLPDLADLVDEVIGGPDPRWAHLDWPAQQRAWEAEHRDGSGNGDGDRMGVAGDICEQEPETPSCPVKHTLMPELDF
Target sequence (Q8WTS1 whole entry, looked up): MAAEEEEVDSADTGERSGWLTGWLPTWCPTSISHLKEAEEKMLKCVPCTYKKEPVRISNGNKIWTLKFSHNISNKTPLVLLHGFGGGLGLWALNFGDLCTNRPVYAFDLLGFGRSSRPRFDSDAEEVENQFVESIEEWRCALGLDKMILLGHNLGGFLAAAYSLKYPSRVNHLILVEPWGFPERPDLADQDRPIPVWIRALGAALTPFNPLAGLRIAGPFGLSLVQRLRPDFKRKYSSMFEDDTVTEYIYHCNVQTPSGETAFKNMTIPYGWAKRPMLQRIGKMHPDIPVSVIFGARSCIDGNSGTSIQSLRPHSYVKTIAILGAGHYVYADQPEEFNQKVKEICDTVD
Granule exo inh = lytic granule exocytosis inhibition; TALL-104 LAMP-1 surface exposure, flow cytometry; cells stimulated with thapsigargin and PMA; inhibition, % at 10 µM; actives 0.66% (n = 360,000); AID 651702;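 active = inhibition above about 55%, limit read from the data; inconclusive = no clear call, values can overlap the other calls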
SRC3 inh = human NCOA3 inhibition. actives 0.17% (n = 360,000). AID 588352. HEK293 GAL4-SRC3 luciferase reporter, luminescence. Q9Y6Q9. inhibition, % at 3.6 µM;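 active = inhibition above a per-campaign cutoff, the mean of all compounds plus 3 SD, cut at about 60% in these data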;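 note: 0% = DMSO-treated cells and 100% = gossypol-treated cells at 36 µM; higher means less SRC3-driven luciferase light from the GAL4 reporter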
Starred values were filed as active, the others as inactive; ? = inconclusive; nt = not tested or not shown.

SMILES	LRH-1 inv ag	TLR9-MyD88 block	NR2F2 inh	TWEAK Fn14 block	TROY NFkB inh	NCOA2 inhibitor	NOD2-RIPK2 inh	NCOA1 inh	ABHD5 PLIN5 PPI	Granule exo inh	SRC3 inh
Cc1cc(NC(=O)c2ccc(NC(=O)C3CCCO3)cc2)ccc1Br (stereo not given)	-77	4	11	32	29	-16	6	-79	-7	24	-33
CC(C)CCn1c(=O)c2ccccc2n2c(CN3CCOCC3)nnc12	-3	2	17	14	9	0	-1	2	-10	1	12
CC(C)Cc1nnc(NC(=O)c2ccc3c(c2)NC(=O)C(C)S3)s1 (stereo not given)	-23	4	-24	0	18	9	-5	10	1	-6	12
O=C(c1cc(Cl)ccc1Cl)N1CCN(c2ccccn2)CC1	-4	-9	6	13	14	15	-8	1	2	-1	15
COCCN(C(=O)CSc1n[nH]c(-c2ccccc2)n1)c1c(N)n(Cc2ccccc2)c(=O)[nH]c1=O	-22	10	14	10	-2	-16	-2	15	-9	-1	23
COc1ccccc1N(CC(=O)NC(C)C)S(=O)(=O)c1cccs1	4	6	0	4	17	-2	-8	0	1	2	1
Cc1ccc(C(C)(C)NC(=O)C2CCC(=O)N(CCCN3CCOCC3)C2)cc1 (stereo not given)	-8	-5	-6	3	9	11	-7	13	-2	-2	17
Cc1noc(N)c1C1(O)C(=O)N(C(C)C)c2ccccc21 (stereo not given)	-14	-1	5	-17	0	18	-7	-23	-11	0	19
Cc1ccc(-c2csc(N(Cc3ccco3)C(=O)c3cccs3)n2)cc1	13	0	-2	5	-28	9	-11	-43	-11	-2	-6
COc1ccc(C(OCC(O)CN2CCC(O)CC2)c2ccc(OC)cc2)cc1 (stereo not given)	9	3	-23	7	-1	-3	4	15	6	-1	-2
CC(=O)c1ccc(NC(=O)c2sc3nc(C)c(C)c(C)c3c2N)cc1	-116	-5	-26	3	-11	-65	-4	-144	-5	9	-109
CC(C(=O)Nc1ccc(S(=O)(=O)N2CCCC2)cc1)N1CCc2ccccc2C1 (stereo not given)	25	-27	6	15	-10	8	-1	4	-1	3	0
[N-]=[N+]=CC(=O)CNC(=O)[C@@H](Cc1ccccc1)N1C(=O)c2ccccc2C1=O	1	-2	5	-15	3	-1	2	0	-2	1	-47
CCC(=O)N1CCc2cc(S(=O)(=O)NCCC(=O)NC3CCCCCC3)ccc21	4	1	-3	1	4	2	-6	7	-4	-1	7
COCc1cc(=O)oc2cc(NC(=O)c3ccc(C(C)(C)C)cc3)ccc12	-1	-6	nt	-17	-44	nt	0	-11	6	7	1
CCCCCCN1N=C(C)C(C(=O)c2ccc(Cl)cc2)C1=O (stereo not given)	11	4	12	-7	9	-14	-3	-6	3	3	7
CCCOc1ccc(OCCOCCNCc2ccccc2)cc1	4	-10	15	-20	1	7	-7	18	4	1	7
CN1CCN(C(=O)CSc2cc(=O)n(C)c3ccccc23)CC1	11	-1	-11	1	0	-38	-13	-2	-1	1	13
CCC(=O)c1cc2c(C)cc(=O)oc2c(C)c1OC	15	9	0	-8	-9	0	-8	-1	5	1	1
CC1=C(C(=O)N(C(C)C)C(C)C)CC(CC(=O)NC2CC2)C(=O)N1Cc1ccc(F)cc1 (stereo not given)	5	nt	2	9	-2	-30	9	9	-8	3	-7
Cc1nc2ccc(NC(=O)c3c(-c4ccccc4)noc3C)cc2s1	-5	1	-6	10	16	-3	3	16	2	0	18
CCOC(=O)c1cc(C#N)c(N2CCCC2)nc1-c1ccccc1	49	2	27	0	12	-7	-11	0	-7	-7	-2
c1ccc(CCCc2nc(-c3cccnc3)no2)cc1	-5	-1	-9	-30	-24	-52	7	-64	-1	-5	-17
CCOC(=O)C1=C(O)CSC1=Nc1ccc(Cl)cc1	8	-3	0	-27	-15	-17	-31	13	1	-5	-9
CCOC(=O)C1CCN(C(=O)Cc2cccc3ccccc23)CC1	-11	5	-8	-29	1	-5	-2	-11	1	-3	16
CCN(C(=O)COC(=O)c1cc(=O)[nH]c2ccccc12)C1CCS(=O)(=O)C1 (stereo not given)	8	-4	2	15	-18	19	-30	-9	-1	-2	9
O=C(O)c1ccc2c(c1)C(=O)N(c1cccc(-c3nc4ccccc4s3)c1)C2=O	-49	-1	-40	5	-48	-31	-5	-40	1	3	-53
CC(=O)[C@@]1(O)CC[C@H]2[C@@H]3C[C@H](C)C4=CC(=O)CC[C@]4(C)[C@H]3CC[C@@]21C	3	-6	-6	-8	11	-7	8	-1	-2	2	-30
Oc1ccc(-c2csc(Nc3ncccn3)n2)c(O)c1	-107	-4	-64	-46	-69	-68	-2	-189	-2	-5	-79
COc1cc(OC)cc(-c2noc(-c3csc([C@@H]4C[C@H](O)[C@@H](CO)O4)n3)n2)c1	-39	nt	-58	-8	-53	-77	3	-64	-6	-2	-57
CCCC(=O)C1=C(O)C(C(=O)OC)C(C)(C)CC1=NC (stereo not given)	-6	-3	-1	-33	-14	16	6	9	-3	3	15
CCN(CC)C(=O)CSc1nc(-c2ccccc2)ccc1C#N	-2	5	-2	2	-1	-13	3	8	-1	21	4
CCN(CC)c1ccc(S(=O)(=O)N2CCOCC2)cc1NC(=O)COC(=O)c1ccco1	1	2	-5	1	-24	-3	-9	-13	1	-6	19
Cc1ccc(S(=O)(=O)N[C@H](C(=O)NCC2CCC(C(=O)O)CC2)C(C)C)cc1 (stereo not given in full)	-4	1	10	7	-20	-12	-4	-10	-1	-10	-4
CC(C)CC(NC(=O)C(CO)NC(=O)C1CCC(=O)N1)C(N)=O (stereo not given)	11	-5	-1	5	7	-13	-2	-5	1	-19	5
CC(C)=CCC[C@](C)(O[C@@H]1O[C@H](CO[C@@H]2OC[C@@H](O)[C@H](O)[C@H]2O)[C@@H](O)[C@H](O)[C@H]1O)C1CC[C@]2(C)C1[C@H](O)CC1[C@@]3(C)CC[C@H](O[C@@H]4O[C@H](CO)[C@@H](O)[C@H](O)[C@H]4O)C(C)(C)C3CC[C@]12C (stereo not given in full)	8	2	13	3	10	1	-8	6	0	0	3
O=C(NCCc1ccccc1)c1ccc(NC(=O)c2cccnc2)cc1	5	-1	-29	7	-12	16	-3	-18	-7	-10	-16
Cc1ccc(-c2cc(C(F)(F)F)n3ncc(C(=O)NCc4ccco4)c3n2)cc1	1	2	-1	-19	-14	-5	4	-5	10	0	-4
Fc1ccc(N2CCN(Cc3cnc(Oc4ccc(Br)cc4)s3)CC2)cc1	1	-4	5	3	1	-17	-10	8	-5	2	-4
Clc1cnc(N/N=C/c2ccncc2)c(Cl)c1	-14	-6	1	-10	-2	-18	-10	-10	-9	4	-20
Cc1c(O)c(S(=O)c2ccccc2)c(=O)n(-c2ccccc2)c1-c1ccccc1 (stereo not given)	-2	-8	-7	2	6	5	15	9	-3	1	18
O=C(Nc1ccccc1)N1CCSCC1	-9	0	0	73*	nt	-8	-8	10	7	-1	-15
CCn1c(C)nc2cc(C(=O)NNS(=O)(=O)c3cc(Br)ccc3Br)ccc21	19	-4	-4	-16	1	-16	1	10	-2	12	8
Cc1ccc(S(=O)(=O)N2CCCCC2)cc1C(=O)OC(C)C(=O)NCC1CCCCC1 (stereo not given)	14	-1	2	-3	2	10	-6	-4	5	1	9
CCn1cc(Br)c(C(=O)Nc2sc3c(c2C(N)=O)CCCC3)n1	-28	-10	nt	-37	-31	nt	-10	-52	0	-25	-11
CC(C)CCn1cnc2c(cnn2-c2ccc(F)cc2)c1=O	-17	0	-14	-14	-21	-15	-2	-48	4	-6	-32
CC(C)=CCC/C(C)=C/C(=O)O	22	6	-28	12	-15	-32	4	-4	3	-5	16
COC(=O)c1cc2sc(Cl)cc2n1Cc1nc(-c2ccccc2)oc1C	14	10	-8	-17	6	7	-3	-3	7	0	-18
COc1cccc(CNC(=O)c2ccc(COc3ccccc3)cc2)c1	-1	-5	-10	-24	-20	1	-6	-19	6	7	-10
Cc1cc(NC(=O)c2cccnc2Cl)ccc1NC(=O)c1cc2ccccc2o1	-4	4	-8	17	-12	10	-7	-46	3	3	-19
O=C(CCCSc1nc2ccccc2[nH]1)NCc1ccccc1	1	5	-8	13	14	3	6	-10	4	9	-8
Oc1ccccc1N1CCN(c2ncccn2)CC1	-2	-4	4	-12	-11	-20	0	3	0	12	-3
NC(=O)C1CCN(C(=O)c2ccc3c(=O)n(Cc4ccco4)c(SCc4ccc([N+](=O)[O-])cc4)nc3c2)CC1	3	-9	-20	21	-27	-7	-11	-1	16	3	10
Cc1nc(SCC(=O)N2CCOCC2)c2c(=O)n(C)c(=O)n(C)c2n1	9	-6	-2	3	5	-10	4	-29	-2	0	4
CCOC(=O)c1nc(C)[nH]c1C(=O)OCC	-11	10	14	-3	3	1	3	-7	0	-5	-4
Clc1ccc(-c2nnc(-c3ccco3)o2)cc1	-72	11	-30	-2	-52	-27	1	-79	0	1	-90
CC1=C(C(=O)NC(C)c2ccc3c(c2)OCCO3)C2(CCC(C)CC2)OC1=O (stereo not given)	13	-1	12	4	-7	-5	4	-11	-8	-2	-16
OCCn1c(C(F)(F)F)nc2ccccc21	-16	3	3	20	12	-27	-1	-8	-10	-2	-27
CCn1cc(S(=O)(=O)c2ccc(C)cc2)c(=O)c2cc(OC)ccc21	10	-16	-12	27	1	5	-1	4	4	-3	3
CCOC(=O)c1ccccc1NC(=O)COC(=O)CC1CCCCC1	-10	8	11	-32	0	2	-5	-10	-2	-7	7

Next compounds.
SMILES	LRH-1 inv ag	TLR9-MyD88 block	NR2F2 inh	TWEAK Fn14 block	TROY NFkB inh	NCOA2 inhibitor	NOD2-RIPK2 inh	NCOA1 inh	ABHD5 PLIN5 PPI	Granule exo inh	SRC3 inh
CCCCNC(=O)CC1SC(=NCC)N(CC)C1=O (stereo not given)	8	14	8	-10	2	7	-2	-1	-3	-5	27
CCOC(=O)c1ccc(N2CN=C3SCC(=O)N3C2)cc1	0	-2	-24	-3	-8	22	0	-15	6	-4	3
O=C(NCc1ccccc1)C1=C[C@H](c2ccccc2)C[C@H](OCc2ccc(CO)cc2)O1	-23	8	4	-1	-35	-24	-12	-16	0	-9	8
COc1cc(OC)c(C(=O)NNC(=O)c2ccc(NS(=O)(=O)c3cccs3)cc2)cc1OC	-4	-6	14	9	3	-11	-16	-13	-3	-5	1
Cc1ccc(Oc2ccccc2/C=C/C(=O)O)cc1	-13	5	10	-20	-8	-19	-4	-31	7	3	-16
Cc1cc(OCc2nc(-c3cccnc3)no2)c(C)cc1Br	16	-1	-4	-40	-42	-11	-7	11	-3	0	-1
N#Cc1ccc(OCC(=O)NCCc2ccccn2)cc1	9	0	-10	2	8	10	8	8	15	?	1
N#CC(=C1Nc2ccccc2N1)S(=O)(=O)c1ccccc1	13	17	2	19	4	4	-5	-4	-4	-1	1

By substructure, the entries above containing a CF3 group (2)
SMILES	LRH-1 inv ag	TLR9-MyD88 block	NR2F2 inh	TWEAK Fn14 block	TROY NFkB inh	NCOA2 inhibitor	NOD2-RIPK2 inh	NCOA1 inh	ABHD5 PLIN5 PPI	Granule exo inh	SRC3 inh
Cc1ccc(-c2cc(C(F)(F)F)n3ncc(C(=O)NCc4ccco4)c3n2)cc1	1	2	-1	-19	-14	-5	4	-5	10	0	-4
OCCn1c(C(F)(F)F)nc2ccccc21	-16	3	3	20	12	-27	-1	-8	-10	-2	-27

An excerpt. The share of hits here may be higher or lower than overall.
